# TbREL1 inh – TbREL1 inhibition, primary screen; P86926; TbREL1 RNA ligation, FRET fluorescence; inhibition, % at 9.66 µM; 89,000 tested, 0.49% active;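 active = inhibition above the mean inhibition across all screened compounds plus 3 SD, cut at about 11% in these data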;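 also: 0% = plate median of test wells and 100% = NSC42067 control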
# Target sequence (P86926 whole entry, looked up): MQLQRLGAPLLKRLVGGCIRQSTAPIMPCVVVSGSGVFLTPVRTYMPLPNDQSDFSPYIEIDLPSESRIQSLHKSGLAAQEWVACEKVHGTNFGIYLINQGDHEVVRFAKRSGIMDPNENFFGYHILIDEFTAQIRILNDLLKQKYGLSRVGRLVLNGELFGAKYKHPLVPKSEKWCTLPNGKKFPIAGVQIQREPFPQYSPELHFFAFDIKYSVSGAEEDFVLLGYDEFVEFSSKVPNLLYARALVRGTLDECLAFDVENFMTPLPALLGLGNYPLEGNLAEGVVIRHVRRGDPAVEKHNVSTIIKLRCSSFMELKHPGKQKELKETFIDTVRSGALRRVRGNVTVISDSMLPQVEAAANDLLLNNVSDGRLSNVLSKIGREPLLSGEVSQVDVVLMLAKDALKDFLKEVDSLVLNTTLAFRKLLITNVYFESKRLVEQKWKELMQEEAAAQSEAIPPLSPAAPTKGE
# * marks the source's active call; other numbers are inactive results. A portion of the library; count on the stated rates, not on these rows.
SMILES,TbREL1 inh
COc1ccc(C(CNC(=O)CCNS(=O)(=O)c2ccccc2C(F)(F)F)N2CCOCC2)cc1 (stereo not given),0.1
CCOc1ccc(C(=O)NCC(=O)NC(C)CCc2ccccc2)cc1OCC (stereo not given),0.9
COc1cccc(N2CCN(C(=S)NCc3ccco3)CC2)c1,-1.9
Cc1cccc(NC(=O)c2cccc(OC(=S)N3CCOCC3)c2)c1,0.5
COc1ccc(C2N3CC4(C)CN2CC(C)(C3)C4=O)cc1OC (stereo not given),-1.0
N#Cc1ccc(-n2c(-c3ccccc3)nnc2-c2ccccc2)cc1C#N,0.2
Cc1ccc(-n2nnnc2SCC(=O)c2c(N)n(C3CC3)c(=O)[nH]c2=O)c(C)c1,1.3
Cc1cc(NC(=O)COC(=O)c2ccccc2Cl)no1,6.6
Nn1c(SC/C=C/c2ccccc2)nnc1-c1cccnc1,-1.9
O=c1cc(CSc2nnc(COc3cccc4ccccc34)o2)c2ccccc2[nH]1,-0.1
COc1cccc(S(=O)(=O)N2CCN(C(=O)c3ccco3)CC2)c1,-0.9
Cc1ccc(CONC(=O)c2ccccc2)cc1,2.7
Clc1ccc2[nH]c3c(NCCCN4CCOCC4)ncnc3c2c1,-2.2
COc1ccc(CN2C[C@H]3CON(C)[C@H]3C[C@H]2c2ccc(-c3ccccc3)cc2)cc1,-5.5
O=C(Nc1ccc(S(=O)(=O)N2CCOCC2)cc1)C1CCN(S(=O)(=O)c2ccc(F)cc2)CC1,-1.1
CCN(CC(=O)Nc1ccc(NC(C)=O)cc1)C(=O)COc1ccccc1-c1ccccc1,1.7
COc1ccc(CNC(=O)C/C(C)=N/NC(=O)c2ccc([N+](=O)[O-])cc2Cl)cc1,7.3
COc1ccc(C(CNC(=O)c2cccc(S(=O)(=O)Nc3ccccc3Cl)c2)N2CCOCC2)cc1 (stereo not given),6.2
O=S(=O)(/N=C/N1CCOCC1)c1ccc(Cl)cc1,0.4
Cc1ccc(S(=O)(=O)N(C)C)cc1NC(=O)c1ccncc1,10.3
CCN1CCN(CC(=O)Nc2cc(C(F)(F)F)ccc2OCCOC)CC1,15.1*
CCOc1ccccc1NC(=O)Nn1cnnc1,1.9
Cc1nn(CC(=O)NC2CCS(=O)(=O)C2)c(C)c1S(=O)(=O)N(C)C (stereo not given),2.7
CC[C@@H]1C(c2ccccc2)=NN(c2ccc(Br)cc2)[C@H]1C(=O)N1CCOC1=O,3.4
Cc1sc2ncnc(N3CCCC(C)C3)c2c1C (stereo not given),4.0
COc1cccc(-c2noc(Cn3nc(C(=O)O)c4ccccc4c3=O)n2)c1,2.5
Nc1cc(Cl)ccc1Oc1ccccc1,-0.3
O[C@@H](Cc1ccccc1)[C@@H](/C=C/c1ccccc1)N(Cc1ccccc1)Cc1ccccc1,0.0
COc1ccc(/C(C)=N/N=C(\C)c2ccc(OC)cc2OC)c(OC)c1,0.3
COc1cc([N+](=O)[O-])ccc1NC(=O)C[n+]1ccccc1,-0.9
O=C(O)c1ccccc1C(=O)NCCc1ccc(Cl)cc1,3.3
COc1cccc(C(=O)NCCS(=O)(=O)N2CCc3ccccc3C2)c1,3.8
Cc1cc(NS(=O)(=O)c2ccc(NC(=S)NC(=O)c3ccc(F)cc3)cc2)no1,-0.6
CS(=O)(=O)N(Cc1ccc(C(=O)NC2CCCC2)cc1)c1ccccc1,7.8
Cc1ccc(NC(=O)CN(C)C(=O)c2ccc(Cl)c(S(=O)(=O)NCc3ccco3)c2)cc1,3.5
CN(C(=O)CN(c1ccccc1)S(=O)(=O)c1ccc(F)cc1)C1CCS(=O)(=O)C1 (stereo not given),-0.8
COc1ccc(NS(=O)(=O)c2cc(NC(=O)COc3ccc(OC)cc3)ccc2N2CCOCC2)cc1,-2.5
O=C(O)COCC(=O)NC1CCN(Cc2ccccc2)CC1,-0.2
COCCNC(=O)CSCc1nc(-c2ccc(SC)cc2)oc1C,-2.3
O=C(NNS(=O)(=O)c1ccc(F)cc1)c1cnccn1,10.6
C/C(N)=C(/C#N)C(=O)CSc1cc(Cl)ccc1Cl,0.0
O=C(COc1ccccc1)Nc1nnc(-c2ccc3c(c2)CCCC3)o1,1.5
C/C(=N\Nc1ccccn1)c1ccc(OC(F)F)cc1,-0.1
Cc1ccccc1NC(=O)C1CCCN(S(=O)(=O)c2cnc[nH]2)C1 (stereo not given),0.0
Cc1cc(-c2ccccc2)nc(N(C)NC(=O)c2cccc(C(F)(F)F)c2)c1S(C)(=O)=O,-1.4
CNc1nc(OC)nc(N2CCOCC2)n1,5.1
Nc1nc2c(ncn2[C@@H]2O[C@H](CNS(=O)(=O)c3cccnc3)[C@@H](O)[C@H]2O)c(=O)[nH]1,5.9
Cc1ccc(S(=O)(=O)CCC(=O)OCC(=O)Nc2cc(C)on2)cc1,-0.5
CC(NC(=O)c1cc2c(=O)n3ccccc3nc2n(CC2CCCO2)c1=N)c1ccccc1 (stereo not given),3.0
COC(=O)[C@]12C[C@H](CC(=O)NCc3ccccc3)C(=O)N(Cc3ccc(Cl)cc3Cl)C1=C[C@H](C(C)C)O[C@@H]2C1CC1,4.1
CN1CCCCC(NC(=O)c2ccc(C#N)cc2)C1=O (stereo not given),1.4
COC(=O)c1ccc(Nc2cc(C)nc3nc(C)nn23)cc1,4.0
COc1ccc(S(=O)(=O)NCc2ccc(F)cc2)cc1OC,7.7
O=C(Nc1ccc(Br)c2cccnc12)c1ccc(Cn2cc([N+](=O)[O-])cn2)o1,1.0
Cc1ccc(C)c(N2CCN(C(=O)c3ccc(CSc4nc5ccncc5[nH]4)cc3)CC2)c1,0.7
CCCc1cc2c(cc1NS(=O)(=O)c1ccc(CCNC(C)=O)cc1)OCO2,0.8
CC(=O)Nc1ccc(NC(=O)C(C)OC(=O)CCSc2ccccc2Cl)cc1 (stereo not given),-3.1
CCOc1ccc(NC(=O)c2cc(-c3ccc(Cl)cc3)nc3ccccc23)cc1,5.9
O=C(CCCn1c(=S)[nH]c2ccccc2c1=O)NC1CCCCC1,-2.7
O=C(NCCCN1CCOCC1)c1cccc(S(=O)(=O)N2CCN(c3ccccc3)CC2)c1,1.8

# Going on with the list.
SMILES,TbREL1 inh
CCC(C)c1ccc(NC(=S)Nc2ccc(OC)cc2)cc1 (stereo not given),-1.7
COc1cccc(C(=O)Nc2c3c(nn2-c2ccccc2C)CS(=O)C3)c1OC (stereo not given),-1.6
CC(=O)c1cccc(NC(=O)CN2C(=O)NC(C)(C)C2=O)c1,-0.5
O=C(NCc1ccco1)C1CCCN1C(=O)Nc1ccccc1 (stereo not given),2.3
Cc1nc(-c2cccs2)sc1C(=O)O,-2.0
CCc1sc(C(=O)Nc2cccnc2)cc1Br,5.0
O=C(Cc1ccccc1)Nc1cc(C(=O)c2ccccc2)ccc1N1CCOCC1,0.6
COc1ccc(C(CNC(=O)Cc2ccccc2Cl)N2CCCCC2)cc1 (stereo not given),-1.8
CC(=O)c1ccc(NC(=S)NC(=O)/C=C/c2ccccc2)cc1,-1.4
O=C(Nc1nccs1)c1cnccn1,7.3
O=C(C[C@@H]1C/C=C/CC[C@@H](Cc2ccc(F)cc2)C(=O)O[C@@H](c2ccccc2)CNC1=O)NCCO,-3.9
Cc1ccc(C(=O)N2CCN(c3ccc(NC(=O)c4cccnc4)cc3)CC2)cc1,-3.2
Cc1cc(C)cc(NC(=O)C(=S)NCc2ccccc2)c1,4.8
Cc1noc(C)c1-c1ccc2ncnc(NCC3CCCCN3C)c2c1 (stereo not given),3.7
COP1(=O)CCOCC[C@H](CC(C)C)NC(=O)[C@H](CC(C)C)N1 (stereo not given in full),2.5
CCCCN(C)CCCNC(=O)/C=C1\Sc2ccccc2NC1=O,-0.7
CCOC(=O)c1ccc(NC(=O)c2ncn3c2C(=O)N[C@H](C)C3)cc1,7.9
COc1ccccc1CNC(=O)CCS(=O)(=O)c1cccs1,-0.6
O=C(Cn1ncc(N2CCOCC2)c(Cl)c1=O)c1ccc(Cl)cc1,-1.8
COc1ccc2sc(-c3ccc(S(C)(=O)=O)cc3)c(C(=O)NCCc3c[nH]c4ccccc34)c2c1,-3.7
FC(F)(F)c1ccc(Cl)c(NC(=S)NC2CC2)c1,-0.3
C=CCOc1ccc(/C(CC)=N/O)c(OC)c1,4.0
O=C(NCc1cccnc1)c1cccn2c(=O)c3sccc3nc12,1.0
COC(=O)COc1ccc(S(=O)(=O)N2CCN(c3ccccc3F)CC2)cc1C,-1.8
Cc1ccc(OCC(O)CNC(=O)c2ccccc2C(=O)O)cc1 (stereo not given),-2.4
O=[N+]([O-])c1ccc(NN=C2CCCCC2)c([N+](=O)[O-])c1,0.1
CC(=O)C[C@H]1c2cc(F)ccc2S(=O)(=O)N1c1ccc(N(C)C)cc1,-5.6
O=C(N/N=C/c1ccc(F)cc1)c1ccc(-n2cnnn2)cc1,3.2
CN(Cc1ccccc1)C(=O)OCc1cn(Cc2ccc(F)cc2)nn1,-3.0
COc1cc2c(cc1OC)CN(Cc1ccccc1)CC2,-2.9
O=C(Nc1cccc(Cl)c1)OCc1ccccn1,0.3
Cc1ccc2c(c1)c1c(n2CC(O)CNC2CCCCC2)CCCC1 (stereo not given),8.1
CCOc1ccc(CN(C)C(C)C(=O)NCCc2ccc(F)cc2)cc1 (stereo not given),-2.6
C=CCC[C@H](Cc1ccc(F)cc1)C(=O)OC[C@@H](Cc1c[nH]c2ccccc12)NC(=O)[C@@H](CC=C)CC(=O)NCCO,-5.3
COCCN(Cc1cc2ccc(C)c(C)c2nc1Cl)C(=O)N1CCOCC1,-1.5
FC(F)Oc1ccc(NC(=S)NN2CCOCC2)cc1,-1.9
O=C(Nc1nccs1)OCc1ccccc1,-1.1
Cc1ccc(O)c(C=Nc2ccc3[nH]ncc3c2)c1,-7.9
O=C1NC2=C(CCc3ccccc32)C(c2ccc(Br)cc2)N1 (stereo not given),3.3
C=CCOc1ccc(C2NC(=S)NC(C)=C2C(=O)c2ccccc2)cc1OC (stereo not given),-3.3
Cc1ccc(-c2noc(CCC(N)=O)n2)cc1,0.7
O=C(Nc1nccs1)c1cc(S(=O)(=O)N2CCOCC2)ccc1Cl,-1.0
COC(=O)[C@@H]1C[C@@]2(O)[C@H](O)[C@H](O)[C@H](O)C[C@H]2N1CC1CC1,1.1
Cc1ncoc1C(=O)N1CCCC(C(=O)c2cccc(OC(C)C)c2)C1 (stereo not given),3.5
CCOc1cc(C(=O)OCC(=O)c2c(N)n(C)c(=O)n(C)c2=O)cc(OCC)c1OCC,-1.4
S=C(NCCCc1ccccc1)Nc1ccc(Cl)cc1,-6.2
COc1ccc(CNC(=O)CN(Cc2ccc(OC)cc2)C(=O)CCC(=O)Nc2ccccn2)cc1,-2.2
COC(=O)c1cc(Nc2cc(C)nc3ncnn23)cc(C(=O)OC)c1,2.3
NC(=O)CCSC(=S)N1CCOCC1,-2.1
CCC(C)c1ccc(OCC(=O)Nc2ccc(Cl)cn2)cc1 (stereo not given),4.2
CCOC(=O)c1cc2c(ccn2C)n1Cc1cc(C)ccc1C,-4.1
CC1CCC2(CC1)NC(=O)N(CC(=O)c1ccc[nH]1)C2=O (stereo not given),3.9
CCc1ccccc1NC(=O)c1cccc(N2C(=O)C3C4CCC(C4)C3C2=O)c1 (stereo not given),-0.4
O=C(/C(=C/c1ccc(Cl)cc1)c1nc2ccccc2[nH]1)c1ccccc1,-2.3
Cc1cccc(-n2nnc(C(=O)NCc3ccccc3)c2N)c1,-1.2
CN(CC(=O)NC(=O)NC1CCCCC1)CC(=O)Nc1ccc(Cl)cc1,-2.7
CCCCOc1ccc(-c2nnn(CC(=O)NCCc3c[nH]c4ccccc34)n2)cc1,-2.8
CCCn1c(CCC(=O)O)ccc1-c1cccs1,-4.8
CN1CC2(C(=O)c3ccccc3)CN(C)CC(C(=O)c3ccccc3)(C1)C2,4.6
Cc1ccc(NC(=S)N2CCN(C(=O)C3CCCO3)CC2)cc1 (stereo not given),0.1

# 5 compounds out of the list, arranged by SMILES length, lowest first:
SMILES,TbREL1 inh
Nn1c(SC/C=C/c2ccccc2)nnc1-c1cccnc1,-1.9
Cc1cccc(-n2nnc(C(=O)NCc3ccccc3)c2N)c1,-1.2
COc1ccc(C2N3CC4(C)CN2CC(C)(C3)C4=O)cc1OC (stereo not given),-1.0
COc1cccc(C(=O)Nc2c3c(nn2-c2ccccc2C)CS(=O)C3)c1OC (stereo not given),-1.6
COc1ccc(C(CNC(=O)c2cccc(S(=O)(=O)Nc3ccccc3Cl)c2)N2CCOCC2)cc1 (stereo not given),6.2

# Carrying on:
SMILES,TbREL1 inh
CCOC(=O)c1cnc2ccc(OC)cc2c1Nc1ccc2c(c1)OCCO2,1.6
CCCC(=O)Nc1cc(-c2nc3ncccc3o2)ccc1C,0.2
Cc1ccc(NC(=O)[C@@H]2CC(=O)O[C@@H]2c2ccccc2)cc1C,2.8
CCN(C(=O)COC(=O)c1cccs1)c1c(N)n(Cc2ccccc2)c(=O)[nH]c1=O,-2.5
CC1CCN(CCCNS(=O)(=O)c2ccc3c(c2)CCN3C(=O)C2CC2)CC1,-4.1
Cc1ccc(-c2cc(C(=O)NN=Cc3sccc3C)[nH]n2)cc1C,10.2
Cn1c(=O)c2c(-c3ccccc3)n(-c3cc(Cl)c([N+](=O)[O-])cc3O)cc2n(C)c1=O,-1.7
CSC1=N/C(=C\c2ccc(F)cc2)C(=O)S1,3.0
CC(C)NC(=O)CSc1nnc(-c2ccc(S(=O)(=O)N3CCCC3)cc2)n1CC1CCCO1 (stereo not given),-0.3
CCOc1cc(NC(=O)c2ccco2)c(OCC)cc1NC(=O)Cc1ccc(OC)c(OC)c1,-3.2
O=C1C=C(c2ccc(-c3ccccc3)c(F)c2)C[C@@H](c2ccc(F)cc2)C1,2.3
CC(C)NC(=O)COC(=O)c1ccc(Cl)c(S(=O)(=O)N2CCCC2)c1,2.8
COc1ccccc1CNS(=O)(=O)c1cc(C)ccc1OC,1.5

# An excerpt of these results, field by field.
Cc1ccc(-c2cc(C(=O)NN=Cc3sccc3C)[nH]n2)cc1C
  TbREL1 inh: 10.2

Cn1c(=O)c2c(-c3ccccc3)n(-c3cc(Cl)c([N+](=O)[O-])cc3O)cc2n(C)c1=O
  TbREL1 inh: -1.7

CSC1=N/C(=C\c2ccc(F)cc2)C(=O)S1
  TbREL1 inh: 3.0

CC(C)NC(=O)CSc1nnc(-c2ccc(S(=O)(=O)N3CCCC3)cc2)n1CC1CCCO1 (stereo not given)
  TbREL1 inh: -0.3
